Screening data from PubChem BioAssay.
M18AAP inhibitor: blocks P. falciparum M18 aspartyl aminopeptidase | recombinant PfM18AAP, H-Glu-NHMec fluorogenic cleavage | inhibition, % at 7.35 µM | actives 1.2% (n = 290,000);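 active means inhibition above the campaign mean inhibition over all tested compounds plus 3 SD, cut at about 28% in these data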;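 further: 0% = plate median of test compound wells and 100% = 2 mM ZnCl2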
NALP1 yeast inh: inhibitors of NALP1 inflammasome in yeast. S. cerevisiae NALP1/ASC/caspase-1 growth, X-gal OD620, 72 h. actives 0.61% (n = 280,000). inhibition, % at 10 µM. AID 2071; in the data active means inhibition mostly above about 24%, no sharp cut-off; inactive means mostly below about 32%; further: some compounds called inactive have numbers as strong as hits
IMP-1 inh: blocks Pseudomonas aeruginosa IMP-1 metallo-beta-lactamase; actives 0.45% (n = 290,000); purified IMP-1, nitrocefin hydrolysis, epi-absorbance fluorescence; inhibition, % at 5.6 µM; AID 1556;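 active means inhibition above the mean plus 3 SD of all compounds in the same screening run, cut at about 4.5% in these data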;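 further: 0% = IMP-1 with DMSO and 100% = DMSO wells lacking enzyme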
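Test system: recombinant IMP-1 enzyme, purified / Medium: HEPES buffer pH 7.1 with ZnSO4 and Brij 35 / Doses: single dose, 5.6 µM / Times: 25 °C, 15 min preincubation, 25 min reaction / Detection: Epi-absorbance via hydrolysed-nitrocefin quenching of white-plate fluorescence, 480/530 nm, EDTA stop / Evaluation: percent inhibition from optical density relative to buffer-blank wells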
MEKK2 mut-MEK5: signal of MEK5 binding to mutant human MEKK2 PB1 domain; bead flow cytometry, Alexa488-MEK5 binding to MEKK2 mutant; percent response, % at 10 µM; actives 0.35% (n = 290,000); AID 1530; in the data active means percent response above about 24%, passing the limit was not always enough; further: inactives centre near 1; some results filed as inactive read as strong as hits
VIM-2 inh: inhibitors of Pseudomonas aeruginosa VIM-2 metallo-beta-lactamase; AID 1527; inhibition, % at 5.6 µM; purified VIM-2, nitrocefin hydrolysis, epi-absorbance fluorescence; actives 0.89% (n = 290,000);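 active means inhibition above the mean of all tested compounds plus 3 SD, cutoff set per screening run, cut at about 7.5% in these data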;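 further: red hydrolysis product quenches plate fluorescence so inhibitors raise well fluorescence; 0% = enzyme with DMSO and 100% = DMSO without enzyme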
MEKK2 WT-MEK5: raises or lowers MEK5 binding to wildtype human MEKK2 PB1 domain | Q9Y2U5 | binding response (% of control), % at 10 µM | actives 1.1% (n = 290,000) | bead flow cytometry, Alexa488-MEK5 binding to MEKK2 WT; actives lie on both sides; in the data active means binding response below about 67% or above about 130%
FID counter: counter-screen for HCV NS3 helicase inhibitors: DNA intercalator displacement; DNA fluorescent intercalator displacement, fluorescence; inhibition, % at 7.9 µM; AID 1845; actives 0.17% (n = 290,000); in the data active means inhibition above about 37%;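 further: 0% = vehicle and 100% = reference compound; higher means more ethidium bromide displaced from hairpin DNA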
NS3 helicase inh: HCV NS3 helicase inhibition; NS3 helicase DNA unwinding, Cy5 molecular beacon fluorescence; inhibition, % at 10.9 µM; actives 0.56% (n = 290,000);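 active means inhibition above the mean of all tested compounds plus 3 SD, set per campaign, cut at about 35% in these data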;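 further: 0% = DMSO wells and 100% = thioflavine S control wells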
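System: HCV NS3 helicase fragment; control set: DMSO and thioflavine S; technique: Cy5 fluorescence at 0 and 60 min, beacon hairpin quenching; reagent: beacon DNA duplex substrate plus ATP; replicates: singlicate; schedule: 1 h reaction at 25 °C, ATP-initiated; medium: MOPS buffer pH 6.5 with MgCl2, DTT, Tween20, BSA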
SUMO HTRF inh: inhibitors of human SUMOylation (UBC9) | HTRF SUMOylation assay, SAE1/SAE2 + UBC9, in vitro | inhibition, % at 35 µM | P63279 | actives 0.36% (n = 290,000); in the data active means inhibition above about 50%, passing the limit was not always enough; further: strong numbers were not always called active
Target sequence (P63279 whole entry, looked up): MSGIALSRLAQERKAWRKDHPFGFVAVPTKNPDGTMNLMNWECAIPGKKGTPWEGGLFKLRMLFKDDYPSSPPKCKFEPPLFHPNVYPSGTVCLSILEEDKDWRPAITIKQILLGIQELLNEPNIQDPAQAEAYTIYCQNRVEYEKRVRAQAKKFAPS
* marks the source's active call; other numbers are inactive results; . = not tested or not shown.

Values in the order: M18AAP inhibitor, NALP1 yeast inh, IMP-1 inh, MEKK2 mut-MEK5, VIM-2 inh, MEKK2 WT-MEK5, FID counter, NS3 helicase inh, SUMO HTRF inh
Cc1ccc(C(N)=S)c(C)c1
 : 4, ., 2.9, -2, 1.7, 104, -4, -3, .
Cc1ccc(SCc2c(C(=O)N/N=C/c3ccoc3)nnn2-c2nonc2N)cc1
 : 9, 10, -3.0, -1, -3.2, 94, -21, -4, 11
COc1ccc(CNC(=O)CN2CCN(S(=O)(=O)c3cccs3)CC2)cc1OC
 : -3, 35*, -3.0, -1, -1.1, 101, -25, 3, 14
O=c1cc(COn2nnc3ccc(C(F)(F)F)cc32)nc2sccn12
 : 1, 7, -4.5, -10, -2.1, 86, -10, 2, 3
Cc1ccccc1C(=O)NC(=S)Nc1ncccn1
 : 5, 0, -3.8, 12, -1.0, 107, -8, 10, 8
O=C1C2CCCN2C(c2ccc(F)cc2)N1c1cccc(Cl)c1 (stereo not drawn)
 : 8, 2, -2.0, 1, -2.3, 100, -10, 24, 5
CCN1CCN(C2=C(Cl)C(=O)N(Cc3ccccc3)C2=O)CC1
 : -3, 12, -2.5, 5, -2.2, 106, 6, -11, 12
CC(=O)c1cnc(-c2ccccn2)s1
 : 4, -24, -0.8, -46, -2.4, 92, -3, -1, -1
CCCCn1c(=O)[nH]c(=O)c2c(C(=O)OCC)cc(-c3ccc(OC(F)F)cc3)nc21
 : 4, -3, -2.0, 5, -2.6, 103, -5, 6, 29
C=CCn1c(=NC(=O)c2ccccc2[N+](=O)[O-])sc2cc(S(C)(=O)=O)ccc21
 : -5, 28, -2.4, 8, 0.6, 106, -1, -5, 8
Cc1sc2nc[nH]c(=O)c2c1-c1ccc(F)cc1
 : -2, -57, 0.4, -1, 2.0, 98, -3, 16, -8
CCOC(=O)C1CCN(CC(=O)N2CCc3ccccc32)CC1
 : 1, 14, -2.6, 0, -5.5, 105, -11, -11, -6
O=S(=O)(Nc1nc2cc3c(cc2nc1Cl)OCCO3)c1ccccc1
 : 3, 5, -3.2, -6, -3.3, 93, -16, 10, 10
COc1ccc(CCNC(=O)CS(=O)(=O)Cc2nc(-c3ccc(C)cc3)oc2C)cc1OC
 : 4, 18, -0.3, -10, 0.6, 96, -48, 29, 0
COc1cc(/C=C/C(=O)N2CCN(C)CC2)cc(S(=O)(=O)N2CCc3ccccc32)c1OC
 : 1, ., -0.5, -32, -0.7, 69, 17, -22, -2
COc1cccc(CC(NC(C)=O)C(=O)NC2CCN(C(=O)C3CCCCC3)CC2)c1OC (stereo not drawn)
 : -2, -3, -0.9, -3, -1.1, 102, -28, -3, 16
CCN1CCN(C(=O)CS(=O)Cc2nc(-c3cccc(C)c3)oc2C)CC1 (stereo not drawn)
 : -4, 20, -1.4, 0, -1.6, 101, -2, -6, 9
Cc1ccccc1CC1SC(N=C(N)N)=NC1=O (stereo not drawn)
 : 4, 18, -1.5, -5, -2.2, 100, -6, 4, 18
C/C(CC(=O)Nc1ccc2c(c1)OCO2)=N\NC(=O)c1ccccc1N
 : 5, 1, -2.8, 2, -1.8, 100, -5, -1, 22
CCc1cccc(C)c1NC(=O)CSc1nnc(-c2cc3cc(Br)ccc3o2)n1CC
 : -2, -10, -0.6, -4, -0.7, 86, -6, -8, -35
CCN(c1ccccc1)S(=O)(=O)c1cc(OC)ccc1OC
 : 1, 6, -2.8, -3, -3.7, 82, -10, 4, 6
O=C(C1CCN(S(=O)(=O)c2cccs2)CC1)N1CCCC(C(F)(F)F)C1 (stereo not drawn)
 : -1, 12, -0.6, 2, -0.7, 101, -26, 4, 0
Clc1ccccc1-c1nnc2sc(C3COc4ccccc4O3)nn12 (stereo not drawn)
 : -6, 33, -3.2, -4, 1.2, 92, -21, -1, -4
Cc1cc(C(=O)Nc2ccccc2)oc(=O)c1
 : -7, 28, -0.3, -25, -0.2, 66, 0, 11, 4
Cc1ccnc(NS(=O)(=O)c2ccc(NC(=O)/C=C/c3cccs3)cc2)n1
 : 1, 1, -3.5, -1, -2.5, 103, -22, 8, 1
Cc1cc([N+](=O)[O-])c(NCCCCCCO)c([N+](=O)[O-])c1
 : 2, ., -2.9, 0, 1.6, 97, -8, -5, .
Cc1ccc(N/C(=C\C(=O)c2ccccc2)C(=O)O)cc1
 : 5, -5, -4.3, -8, -0.8, 90, 0, 13, 5
COc1ccc2c(c1)cc(C(O)c1ccccn1)n2S(=O)(=O)c1ccccc1 (stereo not drawn)
 : -8, 18, -2.4, -2, -0.6, 92, -17, 3, -21
O=C1CN(C(=O)c2cc(F)cc(F)c2)c2ccccc2N1
 : -3, 17, -2.7, 7, -1.6, 100, -1, 8, 7
O=C(Nc1ccn(Cc2ccccc2)n1)c1cccc(Cn2cc([N+](=O)[O-])cn2)c1
 : -8, 15, -1.0, -2, -1.9, 104, -13, -9, 1
O=C(c1ccccc1F)N1CCN(c2ccc([N+](=O)[O-])cc2-n2cccc2)CC1
 : 1, ., -0.8, 2, 1.3, 103, -20, -8, 26
Cc1cccc(OCC(O)CN2C(C)(C)CC(O)CC2(C)C)c1C (stereo not drawn)
 : -4, 8, -2.1, 0, -1.6, 102, 5, -5, -2
CCN(CC)S(=O)(=O)c1ccc(N(C)CCc2ccc(OC)c(OC)c2)nc1
 : -16, 4, -3.1, -40, 0.0, 100, -32, 11, 14
Cc1ccc(NC(=O)CCCNC(=O)c2ccc(Cl)cc2)c(Br)c1
 : 10, 16, 1.3, -13, 0.7, 99, -30, 18, 6
COc1ccc(Cc2c3cc(OC)c(OC)cc3cc[n+]2C)cc1OC
 : ., 8, ., 6, ., 107, ., ., -29
COc1ccc(Oc2ccc(-c3ccn[nH]3)cc2)cc1
 : -2, 12, -0.2, -10, -0.4, 82, -10, -5, -3
Cn1nnnc1SCC(=O)N1CCN(S(=O)(=O)c2ccc(Cl)cc2)CC1
 : -1, -4, -1.3, 2, -2.0, 100, -7, 0, -2
O=C(Nc1ccccn1)c1cc(-c2cccc(Cl)c2)nc2ccccc12
 : 5, 15, -2.0, 3, -3.5, 107, -5, 1, 1
C=CCn1c(-c2ccccc2)c[nH]c1=S
 : -1, 12, -2.8, 5, -0.8, 124, -4, 0, 8
COc1ccc(CCNC(=O)C2CC2)cc1OC
 : 0, 29, -1.1, 3, 0.3, 103, -1, -8, 6
Cc1sc2ncnc(SCC#N)c2c1C
 : 5, 24, 1.7, -7, 4.1, 93, 5, 4, -23
CCOC(=O)c1c(C)c(C(=O)NCc2cccnc2)c(C)n1C
 : -6, 15, -0.6, 8, 0.9, 113, -1, -7, -11
CC(C)(CO)NC(=O)C(Cc1ccccc1)N1C(=O)c2ccccc2C1=O (stereo not drawn)
 : 1, -23, -2.0, 5, -0.7, 101, -7, 2, 15
c1ccc(N2CC[N+]3(CCCC3)CC2)nc1
 : -9, -10, -1.5, ., -0.3, ., 5, -2, 14
N#Cc1cnn2ccc(-c3ccc4c(c3)CCC4)nc12
 : 1, 10, -0.4, -8, 1.1, 90, -6, -12, 45
C=CCN1C(=O)c2cccc3c(N4CCCCC4)ccc(c23)C1=O
 : -8, -6, 0.4, -15, -0.6, 65, 0, -3, 16
O=C(Nc1ccc(F)cc1)N1CCC(c2nc3c(nnn3Cc3ccccc3Cl)c(=O)[nH]2)CC1
 : 10, -2, -3.0, 0, -2.0, 98, -1, 1, -1
O=C(O)c1ccc(-c2nc(-c3ccccc3)c(-c3ccccc3)[nH]2)cc1
 : -1, 26, -2.5, -3, -1.3, 87, -41, -13, 45
Cc1nc(N/N=C/c2ccccn2)sc1C
 : 15, 41, -3.9, -1, -3.0, 110, -3, 9, -18
Cc1cccc(/C=C2\Sc3ccc(C(=O)NCC4CCCO4)cc3N(C)C2=O)c1 (stereo not drawn)
 : 4, 22, -4.3, 4, -1.0, 103, -41, -1, 2
Cc1ccccc1NC(=O)C1CCCN(c2ncnc3onc(-c4ccc(F)cc4)c23)C1 (stereo not drawn)
 : -1, 6, -2.2, -4, 0.9, 97, -34, 2, 4
COc1cc(/C=C(\C#N)C(=O)Nc2ccccn2)ccc1O
 : 13, -38, -3.9, 2, -1.2, 97, -2, -11, 6

A second format for some results above.
SMILES,M18AAP inhibitor,NALP1 yeast inh,IMP-1 inh,MEKK2 mut-MEK5,VIM-2 inh,MEKK2 WT-MEK5,FID counter,NS3 helicase inh,SUMO HTRF inh
COc1ccc(Oc2ccc(-c3ccn[nH]3)cc2)cc1,-2,12,-0.2,-10,-0.4,82,-10,-5,-3
Cn1nnnc1SCC(=O)N1CCN(S(=O)(=O)c2ccc(Cl)cc2)CC1,-1,-4,-1.3,2,-2.0,100,-7,0,-2
O=C(Nc1ccccn1)c1cc(-c2cccc(Cl)c2)nc2ccccc12,5,15,-2.0,3,-3.5,107,-5,1,1
C=CCn1c(-c2ccccc2)c[nH]c1=S,-1,12,-2.8,5,-0.8,124,-4,0,8
COc1ccc(CCNC(=O)C2CC2)cc1OC,0,29,-1.1,3,0.3,103,-1,-8,6
Cc1sc2ncnc(SCC#N)c2c1C,5,24,1.7,-7,4.1,93,5,4,-23
CCOC(=O)c1c(C)c(C(=O)NCc2cccnc2)c(C)n1C,-6,15,-0.6,8,0.9,113,-1,-7,-11
CC(C)(CO)NC(=O)C(Cc1ccccc1)N1C(=O)c2ccccc2C1=O (stereo not drawn),1,-23,-2.0,5,-0.7,101,-7,2,15
c1ccc(N2CC[N+]3(CCCC3)CC2)nc1,-9,-10,-1.5,.,-0.3,.,5,-2,14
